BAP1 inh: blocks human BAP1 ubiquitin-AMC hydrolysis. Q92560. recombinant BAP1, Ub-AMC hydrolysis fluorescence kinetic; active compounds read low. activity remaining (% of control), % at 20 µM. 0.48% of 72,000 active. AID 436;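 active = activity remaining at or below 50% of control, provided the compound also passes the data quality filters; inactive = the rest, including low values that fail the filters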;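 also: 100% = DMSO wells rate and 0% = substrate alone blank rate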
Target sequence (Q92560 whole entry, looked up): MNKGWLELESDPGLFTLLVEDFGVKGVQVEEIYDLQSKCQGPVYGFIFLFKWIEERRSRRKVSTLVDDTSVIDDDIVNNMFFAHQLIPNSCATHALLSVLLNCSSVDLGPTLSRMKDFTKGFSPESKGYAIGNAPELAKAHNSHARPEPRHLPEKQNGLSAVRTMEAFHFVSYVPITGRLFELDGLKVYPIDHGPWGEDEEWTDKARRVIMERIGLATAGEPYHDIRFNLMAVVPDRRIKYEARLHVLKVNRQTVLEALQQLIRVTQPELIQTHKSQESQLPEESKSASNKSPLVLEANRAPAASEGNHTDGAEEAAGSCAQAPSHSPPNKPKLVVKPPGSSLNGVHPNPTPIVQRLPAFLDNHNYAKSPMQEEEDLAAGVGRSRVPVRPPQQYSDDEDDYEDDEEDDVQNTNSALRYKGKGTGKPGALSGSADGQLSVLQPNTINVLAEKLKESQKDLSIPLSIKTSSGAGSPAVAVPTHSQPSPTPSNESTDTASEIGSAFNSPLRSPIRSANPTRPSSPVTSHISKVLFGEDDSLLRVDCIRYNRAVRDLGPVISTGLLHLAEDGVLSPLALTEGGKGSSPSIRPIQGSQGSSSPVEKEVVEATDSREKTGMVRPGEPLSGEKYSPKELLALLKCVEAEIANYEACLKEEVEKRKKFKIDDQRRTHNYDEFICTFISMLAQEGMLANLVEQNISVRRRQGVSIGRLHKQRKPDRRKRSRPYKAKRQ
HePTP inhibitor: blocks human HePTP tyrosine phosphatase; P35236; inhibition, % at 20 µM; recombinant HePTP phosphatase activity, OD absorbance; 0.64% of 110,000 active; AID 521; in the data active = inhibition above about 50%;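 also: plate controls were vehicle for no effect and reference inhibitor for full effect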
Active calls of the source: *; . = not tested or not shown; & = joins results of further samples. Outcome played no part in choosing rows, and some 0.83% of all compounds hit somewhere here.

canonical_smiles	BAP1 inh	HePTP inhibitor
Cc1ccc(N2C(=O)C3C4C=CC(C4)C3C2=O)cc1Cl (centres undefined)	79.3	.
CCOC(=O)CSc1nc2cc(C)cc(C)c2cc1C#N	110.0	-4.6
NS(=O)(=O)c1ccc(CCNC(=O)CCC2COc3ccccc3O2)cc1 (centres undefined)	73.3	10.0
Cc1cc(C)c2[nH]c(=O)c(C(c3nnnn3C3CCCC3)N3CCOCC3)cc2c1 (centres undefined)	.	11.3
CCOC(=O)N1CCN(C(=O)CN(C2CCCCC2)S(=O)(=O)c2ccc(C)cc2)CC1	.	10.0
COc1ccc(OC)c(C2Nc3ccccc3NC3=C2C(=O)CC(c2ccc(Cl)cc2)C3)c1 (centres undefined)	.	11.4
COc1nc(N(C)C)nc(-n2nnc(C(C)=O)c2C)n1	106.8	-1.6
Cc1ccc(S(=O)(=O)Nc2cc(C(=O)N3CCOCC3)ccc2N2CCCCC2)cc1	91.4	7.4
COC(=O)c1ccccc1NC(=O)CN(C)S(=O)(=O)c1ccc(OC)c(C)c1	106.7	7.7
C#CCNc1nc(C(C)C)nc2c1nnn2Cc1ccccc1F	90.1	9.3
Cc1cc(C(=O)CSc2nnc(C3COc4ccccc4O3)n2C)c(C)n1-c1ccc(F)cc1 (centres undefined)	58.4	1.4
O=C1NC(=Nc2ccc(F)cc2)S/C1=C/c1ccccc1F	.	1.3
Nc1ccc2nc3n(c(=O)c2c1)CCC3	.	-3.9
COC(=O)c1ccc2c(=O)n(CC3CCCO3)c(SCC(=O)Nc3ccccc3OC)nc2c1 (centres undefined)	58.5	4.6
Cc1cc(I)ccc1S(=O)(=O)NCCCN1CCOCC1	.	-10.2
c1ccc2[nH]c(N3CCOCC3)nc2c1	109.9	1.2
O=C(CN1C(=O)COc2ccccc21)N(CCCN1CCOCC1)CC1CC=CCC1 (centres undefined)	106.7	5.0
O=C(CCCN1C(=O)/C(=C/c2ccc(F)cc2)SC1=S)Nc1cccc(C(=O)O)c1	.	-10.4
O=C1C(Cl)=C(N2CCOCC2)C(=O)C(Cl)=C1/C=C/N1CCOCC1	.	10.0
O=C(CSc1nn(-c2ccc(F)cc2)c(=S)s1)NC(=O)NCc1ccco1	64.9	-8.4
CCOc1cccc(-c2cc(C(=O)N3CCN(C)CC3)c3ccccc3n2)c1	.	7.1
COc1ccc2oc(=O)c(C(=O)Nc3ccc(Cl)c(Cl)c3)cc2c1	.	-1.7
c1ccc(-n2c(SCc3cccc4ccccc34)nnc2-c2ccco2)cc1	.	7.6
CCN(CC)Cc1c(O)ccc2c(C)cc(=O)oc12	.	4.6
Cc1csc(NC(=O)c2ccc(C)c([N+](=O)[O-])c2)n1	.	8.4
COc1ccc(NC(=O)C2CCN(Cc3cnn(-c4ccccc4)c3-n3cccc3)CC2)cc1OC	121.4	9.6
CCSCCOC(=O)C1=C(C)NC(=O)NC1c1ccccc1 (centres undefined)	84.6	0.2
O=C1CCC(C(=O)Nc2ccc(Cl)cc2)N1 (centres undefined)	.	7.5
O=C(NC(=S)Nc1ccc(N2CCOCC2)c(Cl)c1)c1ccco1	.	5.0
CCc1cc(=O)oc2cc(OCC(=O)O)ccc12	.	-9.3
COc1ccc(Cc2nnn(CC(=O)O)n2)cc1	91.5	5.7
Cc1ccc(C)c(Cn2c(C(C)O)nc3ccccc32)c1 (centres undefined)	99.5	-2.3
CCSc1nnc(NC(=O)C(CC)(C(F)(F)F)C(F)(F)F)s1	118.4	7.9
CCOCCCNC(=O)C1c2ccccc2C(=O)N2CCc3ccccc3C12 (centres undefined)	90.8	-0.1
O=C1CCCN1CN(C(=O)c1ccc2c(c1)OCO2)c1ccc(F)cc1	103.1	1.6
COc1ccc(CN(Cc2ccncc2)C(=O)CCC(=O)O)cc1	91.0	8.3
CCOc1c(OC)cccc1C1CC(=O)Nc2cc3c(cc21)OCCO3 (centres undefined)	91.7	6.3
COc1cc(SC)ccc1C(=O)N1CCCC(C)C1 (centres undefined)	.	-11.3
COCCOC(=O)C1=C(C)NC(=O)NC1c1ccc(N(C)C)cc1 (centres undefined)	.	5.1
Cc1ccc(SCc2nc(-c3ccncc3)no2)cc1	109.0	2.6
COc1ccc(-c2ccc(=O)n(CC(=O)N3CCN(c4ccccc4OC)CC3)n2)cc1	91.1	5.1
Cc1ccc(S(=O)(=O)N2c3ccc(S(N)(=O)=O)cc3CC2C)cc1 (centres undefined)	65.7	8.9
O=C(COc1ccccc1)Nc1cc(C(=O)O)cc(C(=O)O)c1	.	0.0
O=C(Nc1ccc(Cl)c(-c2nc3c(ccc4ccccc43)o2)c1)c1ccccc1[N+](=O)[O-]	.	-5.8
Cc1occc1C(=O)Nc1ccc2c(c1)CCC2	.	12.2
Cc1cc(C)n2nc(Cc3ccccc3)nc2n1	74.7	10.0
CCc1ccc(/C=C2/SC(=S)N(CCC(=O)O)C2=O)cc1	.	11.0
Cc1ccccc1C(=O)Nc1nc2ccc(Br)cc2s1	.	-4.0
COc1cc(/C=N\Nc2cc(N(C)C)nc(N(C)C)n2)ccc1O	.	-0.8
O=S(=O)(c1ccc(Cl)c(Cl)c1)N1CCN(Cc2ccccc2)CC1	.	9.0
COC(=O)c1ccc2c(c1)NC(=O)C1CCCN21 (centres undefined)	74.6	4.8
COc1ccc(S(=O)(=O)N(CC(=O)N2CCCC2)c2ccc(C)cc2)cc1OC	.	-0.8
CN(C)c1ccc(/C=C2\SC(=S)NC2=O)cc1Br	.	2.8
COc1ccc(N2C(=O)CC(Nc3ccc(Cl)cc3)C2=O)cc1 (centres undefined)	.	-14.1
COc1ccc(CN2CN(C(C)C)CSC2=S)cc1	.	7.1
COc1ccc(C(=O)Nc2ccccc2SC)cc1	.	-10.5
CN1CC=C2C(C#N)=C(N)C(C#N)(C#N)[C@H](c3cccc(Cl)c3)C2C1 (some centres undefined)	119.8	1.9
COc1ccc(C(=O)Nc2ccccc2C(=O)NC(C(=O)Nc2cccc(C)c2)C(C)C)cc1 (centres undefined)	.	5.2
COc1ccc(C2CC(=O)c3c([nH]c(C(=O)OC(C)C)c3C)C2)cc1OC (centres undefined)	103.9	-6.6
COc1ccc(-c2noc(-c3ccccc3C(=O)Nc3cccc(OC)c3)n2)cc1	60.9	1.9

The results go on.
canonical_smiles	BAP1 inh	HePTP inhibitor
O=C(NCC1COc2ccccc2O1)C1CCCN(S(=O)(=O)c2cccc3nsnc23)C1 (centres undefined)	73.8	8.0
CCN(CC)S(=O)(=O)c1ccc(C(=O)NC2=C(C(=O)OC)SCC2)cc1	76.7	6.9
O=C(Cn1cnc2c(nnn2-c2ccccc2)c1=O)NCC1CCCO1 (centres undefined)	100.1	-12.0
COc1ccc(C2CC(c3ccccc3)Nc3nc(NC(=O)c4cccs4)nn32)cc1 (centres undefined)	77.8	1.8
Cc1ccc(S(=O)(=O)NC(=O)NN2CCCCCC2)cc1	92.7&98.9	3.1
CCc1nc2c(c(=O)[nH]1)C1(CCCC1)Cc1ccccc1-2	.	3.6&6.2
COc1ccccc1OCC(=O)n1nc(C)cc1C	.	5.7
CCC(=O)N1CCN=C1SCc1ccc(Cl)cc1	93.9	9.1
O=C(N/N=C/C1CC=CCC1)c1cc(Br)ccc1O (centres undefined)	.	10.5
CCOc1ccccc1NC(=O)CN(c1ccc(OC)c(Cl)c1)S(C)(=O)=O	.	7.0
CCOc1cc(C=O)cc(Br)c1OCc1ccccc1Cl	.	-10.5
c1cncc(-c2nn3cnnc3s2)c1	96.3	5.4
COC(=O)c1ccc(Cl)c(NC(=O)C(C)NC(=O)C(c2ccccc2)c2ccccc2)c1 (centres undefined)	.	-1.0
CCC(C)N=C1SCC(C)(/C=N/O)S1 (centres undefined)	110.0	-5.8
N#Cc1ccc(-c2ccc(OC(=O)c3cccnc3)cc2)cc1	85.4	.
CCOCCn1c(SCCc2ccccc2)nc2c1c(=O)[nH]c(=O)n2C	88.1	-14.8
Cc1ccc(-n2nnnc2SCC(=O)Nc2ccccc2N2CCCCC2)cc1C	75.5	1.0
O=C(COc1ccc(Cl)cc1Br)N/N=C/c1cccc(OC(=O)c2cccs2)c1	.	6.3
CCCCOc1ccc2c(C)c(CC)c(=O)oc2c1C	.	5.3
COC(=O)c1ccc(-c2ccc(C=C3C(=O)N(C)C(=O)N(C)C3=O)o2)cc1	.	-5.5
COc1cc(Br)c(/C=C2/C(=O)N(c3ccc(C)cc3)N=C2C)cc1OC	.	-1.2
O=C(CC1(O)C(=O)Nc2ccc(Br)cc21)c1ccc2c(c1)OCO2 (centres undefined)	82.9	8.1
O=C(NC1CCS(=O)(=O)C1)C12CC3CC(CC(C3)C1)C2 (centres undefined)	93.6	1.3&-3.4
Cc1ccc2c(c1)N(CCC(=O)NCc1cccnc1)C(=O)CO2	100.8	1.9

Reprinted at random: 2 entries already listed, in no set order.
canonical_smiles	BAP1 inh	HePTP inhibitor
O=C(NC1CCS(=O)(=O)C1)C12CC3CC(CC(C3)C1)C2 (centres undefined)	93.6	1.3&-3.4
Cc1ccc(-n2nnnc2SCC(=O)Nc2ccccc2N2CCCCC2)cc1C	75.5	1.0

The results go on:
canonical_smiles	BAP1 inh	HePTP inhibitor
O=C(Oc1ccc(Br)cc1/C=N/NC(=O)c1ccccn1)c1ccc(Br)cc1	.	-3.8
Cc1ccc(C)c(S(=O)(=O)C(C#N)c2nc3ccccc3nc2N2CCOCC2)c1 (centres undefined)	72.8	11.3
O=C(Cc1ccc(Cl)c(Cl)c1)OCCN1CCCC1	93.8	.
OCCn1c(-c2ccc(Cl)cc2)cn2c3ccccc3nc12	86.2	.
CN1C(=O)N(C)C2(c3ccccc3)N(C)C(=O)N(C)C12c1ccccc1 (centres undefined)	.	2.2
CCCSc1nnc(NC(=O)Nc2ccc(Cl)cc2)s1	.	7.8
O=c1c2ccccc2[nH]c(=S)n1Cc1ccccc1	.	-2.7
Cc1cc(NC(=O)CSc2ccc3nnc(-c4cccs4)n3n2)no1	87.4	-4.9
Cc1ccc(NS(=O)(=O)c2cc(C(=O)N3CCOCC3)ccc2C)cc1C	147.3	8.2
O=C1c2cccc3cccc(c23)C(=O)N1CCCCO	.	6.0
CC(C)n1c(SCCO)nc2c1c(=O)[nH]c(=O)n2C	102.3	.
Cc1ccnc(NS(=O)(=O)c2ccc(NS(=O)(=O)c3ccc([N+](=O)[O-])cc3)cc2)n1	.	-15.6
COc1ccc(CN(Cc2ccccn2)C(=O)CN2C(=O)COc3ccccc32)cc1	95.6	1.0
CC1(C)CC(NC(=O)c2cccc(Cl)c2)CC(C)(C)N1	.	102.2*
COc1ccccc1C(c1nnnn1C1CCCC1)N1CCN2CCCC2C1 (centres undefined)	111.5	6.8
CCn1c(=O)c2cc(C(=O)N3CCOCC3)sc2c2ccccc21	47.2*	8.6
CC(=O)Oc1ccccc1/C=C1\C=C(c2ccc(Cl)cc2)OC1=O	.	8.6
COc1ccc(C(=O)N2CCN(Cc3ccccc3)CC2)cc1[N+](=O)[O-]	.	7.7
CC(=NCCCn1ccnc1)C1=C(O)c2ccccc2C1=O	94.4	0.3
O=C1c2ccccc2C(=O)c2c(NCCO)ccc(NCCO)c21	.	11.5
CC1(C)C(=O)OC(c2cc(Br)ccc2O)C(C)(C)C1=O (centres undefined)	90.7	0.6
O=C(NCC1CCS(=O)(=O)C1)OC1CCCCC1 (centres undefined)	.	11.6
O=C(c1ccccc1Cl)c1coc2ccc(Cl)cc2c1=O	.	-3.4
O=S(=O)(c1cccc(-n2cnnn2)c1)N1CCOCC1	.	6.2
COc1cc(C)c2occ(/C(C)=N\O)c2c1	86.8	2.0
CSc1ccc(C2Nc3ccc4ccccc4c3C3=C2C(=O)CC(C)(C)C3)cc1 (centres undefined)	.	6.6
COCCn1nnnc1C(c1ccc(OC)c(OC)c1)N1CCc2ccccc21 (centres undefined)	85.7	6.6
O=C(CCSc1ccccc1)NCC1CCCO1 (centres undefined)	97.0	8.7
CCCOc1ccc(/C=C2\C(=O)NN(c3ccccc3)C2=O)cc1OC	.	-0.3
COc1ccc(OC)c(N(CC(=O)NCc2ccccn2)S(C)(=O)=O)c1	97.4	6.1
OC(COc1cccc(Cl)c1)Cn1cnc2ccccc21 (centres undefined)	.	-3.6
O=C(c1cc(C2CC2)on1)N1CCN(c2ccc(F)cc2)CC1	82.6	-3.7
CCOc1ccc(/C=C2\C(=O)NC(=O)N(c3ccc(Cl)cc3)C2=O)c(OCC)c1	.	-3.3
Cc1ccc2cc(-c3noc(C4CCCCC4)n3)c(=O)[nH]c2c1	63.2	6.6
O=C1/C(=C/c2cn(-c3ccccc3)nc2-c2ccco2)SC(=S)N1C1CCS(=O)(=O)C1 (centres undefined)	.	66.1*
COc1ccc(OC)c(C2C(C(C)=O)=C(O)C(=O)N2CCC(=O)O)c1 (centres undefined)	87.7	2.6
NC(=O)c1ccccc1NC(=O)c1cc([N+](=O)[O-])ccc1Cl	.	-17.6
Cc1cc(C(=O)OCC(=O)Nc2ccc(F)cc2)c(C)o1	113.3	6.9
CC(C)(C)N1C(=O)c2ccc(C(=O)O)cc2C1=O	100.2	2.0
CN1CCN(NC(=O)c2ccc(C(C)(C)C)cc2)CC1	.	-11.4
O=C(COc1ccc2c(c1)CCC2)N1CCc2ccccc21	89.5	12.6
O=C(C1CCCN(S(=O)(=O)c2cccs2)C1)N1CCC(N2CCCCC2)CC1 (centres undefined)	97.9	6.2
CCn1c2ccccc2c2nnc(SCN3C(=O)c4ccccc4C3=O)nc21	55.3	0.9

Source: PubChem
